Xi reactivation: activators of X-chromosome reactivation in mouse fibroblasts. XiGFP mouse fibroblasts, % GFP-positive cells imaging, 3 d; cells co-treated with 5-aza-dC sensitizer; scaled so ellipticine positive control = 100%. activation, % at 7.58 µM. 0.055% of 360,000 active. AID 743238;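 active = mean normalized replicate activation at least 10% and every replicate at or above 10%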;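 also: 0% = median of on-plate neutral control wells and 100% = ellipticine 6 µM median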
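Assay system – SV40-immortalized XiGFP fibroblast cells, line 68-5-11 · Buffer or medium – DMEM supplemented with 5-aza-dC as sensitizing agent · Dosing – one concentration, pinned · Benchmarks – positive control ellipticine, 6 µM final · Times – 3 days compound exposure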
E-sel inducer: E-selectin induction on HUVECs; 0.37% of 260,000 active; P16581; AID 686992; HUVEC E-selectin immunofluorescence imaging; normalized: neutral wells 0, TNF-alpha wells 100; activation, % at 7.58 µM;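 active = mean E-selectin-positive cell signal at least 10% of the positive control, reached in at least 60% of replicates, without over 20% cell loss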;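 also: in these data hits start at about 27%; measured in HUVEC primary endothelial cells; signal is the percent of cells scored E-selectin positive by PE staining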
Target sequence (P16581 whole entry, looked up): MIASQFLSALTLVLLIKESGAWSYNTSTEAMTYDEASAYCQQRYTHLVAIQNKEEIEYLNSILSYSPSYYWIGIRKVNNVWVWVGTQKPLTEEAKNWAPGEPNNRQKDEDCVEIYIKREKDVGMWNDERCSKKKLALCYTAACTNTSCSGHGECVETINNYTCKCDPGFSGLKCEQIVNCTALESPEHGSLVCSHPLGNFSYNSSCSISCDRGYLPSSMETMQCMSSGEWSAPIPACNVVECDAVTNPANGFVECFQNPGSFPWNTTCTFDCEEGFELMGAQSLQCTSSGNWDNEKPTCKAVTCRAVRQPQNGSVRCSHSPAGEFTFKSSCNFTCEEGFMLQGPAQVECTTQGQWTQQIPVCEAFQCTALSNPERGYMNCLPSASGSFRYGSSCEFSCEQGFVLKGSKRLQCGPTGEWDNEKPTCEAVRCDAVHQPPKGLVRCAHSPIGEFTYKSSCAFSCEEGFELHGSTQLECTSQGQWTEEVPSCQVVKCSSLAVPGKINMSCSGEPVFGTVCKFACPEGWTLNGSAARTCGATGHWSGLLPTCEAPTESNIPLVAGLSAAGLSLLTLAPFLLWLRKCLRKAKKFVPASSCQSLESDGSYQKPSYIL
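Test system – human umbilical vein endothelial cells (HUVEC), E-selectin induction · Input – 3,000 HUVEC seeded per well · Buffer or medium – EGM-2, gelatin · Compound dosing – single-point compound dose · Detection – immunofluorescence imaging · Measure – percent E-selectin-positive cells · Controls – TNF-alpha high, DMSO low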
RAD54 branch: blocks human RAD54 Holliday junction branch migration; inhibition, % at 10.4 µM; 0.14% of 360,000 active; AID 602329; Q92698; FAM/BHQ fluorescence;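 active = mean normalized replicate activity at least 40 and at least half of replicates scoring 40 or more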;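 also: 0% = median of neutral control wells and 100% = median of positive control wells; inhibitors cause a drop in the FAM fluorescence signal; in these data hits start at about 50%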
ERAP1 inh: blocks human ERAP1 aminopeptidase activity; recombinant ERAP1, Leu-AMC fluorescence, 60 min; AID 652197; inhibition, % at 10.7 µM; 0.15% of 340,000 active;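 active = mean replicate inhibition of at least 30%, or all replicates individually reaching that 30% level; inactive = mean below 30% and not every replicate reaching it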;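 also: 0% = neutral control wells and 100% = L-leucinethiol positive control wells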
ERp5 inh: inhibitors of human ERp5. ERp5 insulin aggregation, absorbance 650 nm, 90 min. inhibition, % at 9.99 µM. AID 651711. Q15084. 0.05% of 350,000 active;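 active = mean replicate inhibition above about 25%, with every replicate also reaching it, limit read from the data, passing the limit was not always enough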
Target sequence (Q15084 whole entry, looked up): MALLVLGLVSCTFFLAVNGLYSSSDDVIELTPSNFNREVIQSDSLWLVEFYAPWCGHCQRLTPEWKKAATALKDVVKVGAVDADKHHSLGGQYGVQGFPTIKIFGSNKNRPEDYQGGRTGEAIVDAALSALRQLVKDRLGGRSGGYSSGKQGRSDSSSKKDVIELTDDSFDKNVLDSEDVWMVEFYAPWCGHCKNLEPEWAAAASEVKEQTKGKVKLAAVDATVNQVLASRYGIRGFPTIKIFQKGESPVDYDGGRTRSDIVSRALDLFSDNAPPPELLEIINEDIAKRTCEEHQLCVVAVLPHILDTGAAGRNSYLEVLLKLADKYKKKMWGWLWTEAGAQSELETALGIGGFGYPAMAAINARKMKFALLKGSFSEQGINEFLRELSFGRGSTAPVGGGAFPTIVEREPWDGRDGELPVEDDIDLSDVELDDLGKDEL
S100A4 inh HTS: S100A4-myosin IIA interaction inhibition. 0.14% of 360,000 active. P26447. S100A4/TAMRA-MyoIIA peptide fluorescence polarization. AID 652163. inhibition, % at 10.7 µM;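 active = mean inhibition of at least 70% across replicates, with every replicate also reaching that level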
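Material: S100A4 monomer protein | Medium: HEPES pH 7.2 with CaCl2, KCl, NaCl, DTT, Triton | Reagent: Labelled myosin peptide probe, 5 nM | Doses: One dose per compound | Times: 5 min incubation before reading | Benchmarks: Neutral control DMSO, positive control TFP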
RAD52 inh: RAD52 (human) annealing inhibition; inhibition, % at 18.7 µM; P43351; recombinant RAD52 DNA annealing, FRET fluorescence; 0.46% of 360,000 active;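 active = every replicate showing at least 50% inhibition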
esBAF inh: blocks esBAF chromatin remodeling in mouse ES cells. Bmi1-luciferase knock-in reporter, 24 h; 100% = twice the neutral-well signal. reporter increase, % at 12.5 µM. 2% of 350,000 active; in the data active = activation above about 40%;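 also: 0% = median of the plate's neutral control wells and 100% = double that signal; a rise in the Bmi1 reporter signal indicates esBAF inhibition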
Starred values were filed as active, the others as inactive; i = inactive; · = no result given.

Sequence of screens – esBAF inh	RAD54 branch	Xi reactivation	S100A4 inh HTS	ERp5 inh	ERAP1 inh	E-sel inducer	RAD52 inh
> O=C(COc1cccnc1[N+](=O)[O-])Nc1c(Cl)cccc1Cl
  -1.2	-11.6	0.4	-1.1	-1.0	-9.6	-0.4	-17.4
> O=C(O)c1c(Cl)cccc1Nc1ccccc1
  -4.5	-0.2	0.4	-3.7	-0.4	3.8	0.7	-17.2
> C=CCN1C(=O)C2(OCCCO2)c2cc(CCCC)ccc21
  -5.4	3.5	-0.1	0.4	-0.5	-3.9	-0.4	-5.8
> COc1ccc(S(=O)(=O)N(C)C[C@@H]2Oc3ccc(NC(=O)Nc4ccc(F)cc4)cc3C(=O)N([C@H](C)CO)C[C@H]2C)cc1
  -4.3	18.8	-0.8	-13.1	1.7	3.4	0.2	24.1
> COc1ccc(CC(=O)Nc2ccc(C(=O)NCC(C)C)cc2)cc1
  -4.4	0.2	·	22.2	-0.1	-3.6	·	-7.5
> COc1ccc(-c2cc3nc4c(c(N5CCC6(CC5)OCCO6)n3n2)CCC4)cc1
  ·	·	0.0	4.9	3.3	0.6	·	-21.5
> COCCNC(=O)C1(C)CCCN(C(=O)c2c(F)ccc(C)c2F)C1 (centres undefined)
  0.1	4.1	0.2	-2.4	-0.3	1.4	·	-10.7
> Cc1nn(C)c(C(=O)N2CCN(C(=O)c3ccco3)CC2)c1[N+](=O)[O-]
  ·	·	-0.1	-1.7	-8.2	1.4	·	-5.9
> C=C1C(=O)[C@]23C[C@H]1CCC2[C@@]1(C)C(C[C@@H]3O)[C@](C)(C(=O)O)CC[C@@H]1O (some centres undefined)
  6.4	4.9	0.3	0.1	18.6	0.2	·	-7.2
> Cc1noc(C)c1NC(=O)N(C)C[C@H]1Oc2ccc(NC(=O)C3CCCCC3)cc2C(=O)N([C@@H](C)CO)C[C@@H]1C
  -0.8	-8.0	0.3	-12.7	5.8	-0.2	0.0	-4.4
> O=C(C[C@@H]1CC[C@@H](NC(=O)c2cccnc2)[C@@H](CO)O1)NCc1ccncn1
  -0.2	-3.4	-0.5	-3.9	8.4	-1.1	0.1	-9.4
> C[C@@H]1CN([C@H](C)CO)C(=O)c2cccc(NS(=O)(=O)c3ccccc3)c2O[C@H]1CN(C)C(=O)Nc1cccc2ccccc12
  2.6	13.0	0.3	12.1	2.5	-0.2	0.4	2.6
> CCCNC(=O)N(C)C[C@@H]1Oc2cc(C#CCN(C)C)ccc2S(=O)(=O)N([C@H](C)CO)C[C@H]1C
  -1.9	-0.1	-0.8	7.9	0.0	-2.6	1.2	-5.5
> CC(C)NC(=O)NC(=O)CN1c2cccc3cccc(c23)S1(=O)=O
  1.4	-3.0	0.0	-6.9	0.1	0.3	0.3	-12.1
> CC(C)C(NC(=O)c1ccc(C(C)(C)C)cc1)C(=O)Nc1ccc(N2CCOCC2)cc1 (centres undefined)
  0.6	-3.9	0.2	-1.6	-1.6	-0.8	23.9	3.4

Profiles from above. Order of values: esBAF inh | RAD54 branch | Xi reactivation | S100A4 inh HTS | ERp5 inh | ERAP1 inh | E-sel inducer | RAD52 inh
Entry for COc1ccc(-c2cc3nc4c(c(N5CCC6(CC5)OCCO6)n3n2)CCC4)cc1 = · | · | 0.0 | 4.9 | 3.3 | 0.6 | · | -21.5
Entry for O=C(COc1cccnc1[N+](=O)[O-])Nc1c(Cl)cccc1Cl = -1.2 | -11.6 | 0.4 | -1.1 | -1.0 | -9.6 | -0.4 | -17.4
Entry for C=C1C(=O)[C@]23C[C@H]1CCC2[C@@]1(C)C(C[C@@H]3O)[C@](C)(C(=O)O)CC[C@@H]1O (some centres undefined) = 6.4 | 4.9 | 0.3 | 0.1 | 18.6 | 0.2 | · | -7.2
Entry for O=C(O)c1c(Cl)cccc1Nc1ccccc1 = -4.5 | -0.2 | 0.4 | -3.7 | -0.4 | 3.8 | 0.7 | -17.2
Entry for COCCNC(=O)C1(C)CCCN(C(=O)c2c(F)ccc(C)c2F)C1 (centres undefined) = 0.1 | 4.1 | 0.2 | -2.4 | -0.3 | 1.4 | · | -10.7

Further records follow:
Sequence of screens – esBAF inh	RAD54 branch	Xi reactivation	S100A4 inh HTS	ERp5 inh	ERAP1 inh	E-sel inducer	RAD52 inh
> C/C=C/c1ccc([C@H]2[C@@H](CO)N(C(=O)C3CCCC3)[C@H]2CNCCC)cc1
  ·	·	0.2	-14.0	1.0	-2.4	0.0	-52.4
> Cn1cc(CN2CCCC(CNC(=O)c3ccc4c(c3)OCO4)C2)c2ccccc21 (centres undefined)
  10.2	3.4	0.0	-4.0	0.8	-2.3	1.7	-9.8
> COC(=O)[C@@H]1[C@@H](CO)[C@@H]2Cn3c(ccc(-c4ccc(F)cc4)c3=O)[C@@H]2N1C(=O)C1CC1
  2.8	7.8	0.5	2.7	9.4	-1.7	-0.1	15.0
> CCn1c(SCC(=O)O)nnc1-c1ccc2[nH]c(C)c(C)c2c1
  ·	·	0.0	3.6	-1.2	1.8	-1.8	-12.3
> O=C(Nc1ccc(F)c(Cl)c1)c1cc(-c2ccco2)on1
  -1.3	8.8	0.0	3.5	1.3	1.1	·	-16.3
> Cc1cccc(OC(C)C(=O)Nc2ccc(S(=O)(=O)N3CCCC3)cc2)c1 (centres undefined)
  -7.2	-1.8	0.2	1.1	-8.8	-2.2	-0.1	-12.3
> COc1cccc(-c2ccc3n(c2=O)C[C@H]2[C@H](CO)[C@@H](C(=O)NC4CCCC4)N[C@@H]32)c1
  2.4	2.1	0.2	4.4	8.7	-0.3	1.0	-2.1
> COc1cccc(NC(=O)CN(C)C(=O)c2c(-c3ccccc3)noc2C)c1
  0.5	-3.3	0.0	-0.9	-0.5	0.8	0.0	-8.8
> CN(C)C(=O)C[C@H]1CC[C@H]2[C@@H](COC[C@@H](O)CN2CC2CCCCC2)O1
  -0.2	-9.4	-0.2	14.8	1.9	-1.6	0.0	0.6
> COc1cccc(NC(=O)N2CCN(S(C)(=O)=O)CC2)c1
  ·	·	0.0	1.6	-4.7	1.9	·	1.2
> C[C@H](NC(=O)C[C@H]1C=C[C@@H](NC(=O)c2cccnc2)[C@@H](CO)O1)c1ccccc1
  1.8	-5.7	0.0	0.5	-3.5	5.6	-0.1	3.8
> CC(=O)c1ccc(NC(=O)CSc2ccsc2[N+](=O)[O-])cc1
  ·	·	0.3	-9.6	5.1	-5.2	·	-10.9
> CCc1ccc(CNCc2ccc(F)cc2)cc1
  ·	·	0.2	2.4	-1.3	6.4	·	2.1
> COc1cc2nc(C3CCC3)n(NC(=O)c3ccco3)c(=O)c2cc1OC
  -5.5	5.5	0.2	-3.8	-1.3	1.8	0.2	-16.9
> COc1cccc(NC(=O)Nc2ccc3c(c2)C(=O)N(C)C[C@@H](OC)[C@@H](C)CN(CC2CC2)[C@@H](C)CO3)c1
  5.7	-11.7	0.4	-9.8	4.3	-2.3	0.2	70.4*

2 consecutive entries from above, for reference:
Sequence of screens – esBAF inh	RAD54 branch	Xi reactivation	S100A4 inh HTS	ERp5 inh	ERAP1 inh	E-sel inducer	RAD52 inh
> O=C(COc1cccnc1[N+](=O)[O-])Nc1c(Cl)cccc1Cl
  -1.2	-11.6	0.4	-1.1	-1.0	-9.6	-0.4	-17.4
> O=C(O)c1c(Cl)cccc1Nc1ccccc1
  -4.5	-0.2	0.4	-3.7	-0.4	3.8	0.7	-17.2

Additional results follow.
Sequence of screens – esBAF inh	RAD54 branch	Xi reactivation	S100A4 inh HTS	ERp5 inh	ERAP1 inh	E-sel inducer	RAD52 inh
> COc1ccc(NC(=O)C[C@H]2C(=O)N(Cc3ccccc3)C[C@@H]2CSC)cc1
  4.2	2.8	0.4	-1.6	0.4	-3.3	-0.1	-0.4
> C[C@@H]1CCCCO[C@H](CN(C)S(C)(=O)=O)[C@@H](C)CN([C@H](C)CO)C(=O)c2cc(NC(=O)c3ccccc3)ccc2O1
  -2.4	-6.6	-0.2	-5.1	-3.4	-0.7	0.0	0.0
> CCCCCCCc1n[nH]c(=S)n1Cc1ccccc1
  ·	·	-0.1	3.5	-5.6	·	·	-11.9
> CC(C)CC#Cc1ccc2c(c1)O[C@H](CN(C)C(=O)CC1CC1)[C@H](C)CN([C@H](C)CO)S2(=O)=O
  -9.8	-2.2	0.4	11.6	-1.4	0.1	0.5	10.1
> O=C(NNC(=O)c1ccncc1)Nc1cccc([N+](=O)[O-])c1
  ·	·	0.0	7.8	1.2	-3.9	·	0.7
> O=c1c2ccccc2nc2n1CCS2(=O)=O
  ·	2.0	0.1	4.9	1.9	-1.6	0.0	-3.0
> COc1ccc(C(=O)/C=C2\NCCc3cc(OC)c(OC)cc32)cc1OC
  2.6	-9.8	0.0	-4.5	2.5	0.9	·	-13.2
> CC(=O)c1ccc(NC(=O)c2cc3ccccc3o2)cc1
  39.1	-5.0	0.0	8.6	1.2	-4.4	0.3	-12.6
> COC(=O)Cc1ccc(OC2(C)CCN(Cc3ccccc3OC(F)F)C2)cc1 (centres undefined)
  -3.5	-8.3	-0.1	-2.9	0.7	1.6	0.1	-11.5
> Cc1cccc(S(=O)(=O)N2CCCCN3[C@H](CO)[C@H](c4ccc(C#C[C@H](C)O)cc4)[C@H]3C2)c1
  22.7	-8.1	0.2	3.2	-3.2	3.2	-0.8	-31.5
> CCN(CC)CCNC(=O)CN1C(=O)COc2ccc(S(=O)(=O)N3CCOCC3)cc21
  -7.6	-5.7	0.1	-1.8	6.1	-1.3	·	-6.7
> COC(=O)[C@@H]1C[C@H]2CC[C@H](O)C[C@H]2N1Cc1ccccc1OS(=O)(=O)c1ccc(C)cc1
  2.5	-7.5	0.1	1.6	-1.8	-1.5	-0.1	i
> NC(=O)COC(=O)c1c2c(nc3ccccc13)CCCC2
  ·	·	0.2	-5.0	-5.7	5.6	·	-6.0
> C[C@@H]1CN([C@H](C)CO)C(=O)c2cc(NC(=O)Cc3ccccc3)ccc2O[C@H]1CN(C)Cc1ccc(Cl)c(Cl)c1
  -1.1	-4.0	0.0	63.4	10.1	1.3	-8.0	-18.6
> Cc1ccc(N2C(=O)C3CCCN3C2=S)cc1Cl (centres undefined)
  3.9	-5.8	0.0	13.5	4.7	-1.1	·	-0.9
> Cc1cccc(N2CC(C(=O)NC3CCCCCC3)CC2=O)c1C (centres undefined)
  17.0	-12.8	0.1	-2.1	1.8	-0.2	1.0	-1.2
> CSc1ccc(/C=C/C(=O)OCC(=O)N2CCc3ccccc32)cc1
  -15.0	9.9	-0.1	5.4	-1.7	-0.7	·	-14.4
> Cc1ccc2[nH]c3c(c2c1)CN(C(=O)CN1CCCCC1)CC3
  ·	·	0.1	1.3	2.0	5.8	·	-22.7
> O=C(CC1CC1)N1CC(=O)N2[C@@H](CO)[C@H](c3ccc(C#Cc4cccc(F)c4)cc3)[C@@H]2C1
  ·	·	0.0	7.4	-3.8	-2.6	-0.1	-6.4
> COc1ccccc1Cc1c(C(C)(C)C)nc2ccc(C)cn12
  -8.2	1.7	0.3	-7.0	4.0	-0.7	·	-13.7
> Cc1ccc([N+](=O)[O-])cc1NC(=O)/C=C/C(=O)O
  -0.6	·	0.2	1.1	-6.8	2.5	1.0	-10.9
> COc1ccc(CCNC(=O)[C@H](C)N2C(=O)N3CCc4c([nH]c5ccccc45)[C@@]3(C)C2=O)cc1
  -1.3	3.8	·	2.6	-4.9	·	·	-3.2

Rows are unselected, and some 2.5% of all compounds hit somewhere here.
